NFkB transloc inh: blocks IL-1B driven NFkB nuclear translocation in HUVEC cells; inhibition, % at 2 µM; HUVEC IL-1B NFkB p65 nuclear translocation imaging; 94,000 compounds, 0.43% hits;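 active = inhibition above about 30% together with a positive call from visual inspection of the well image, limit read from the data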;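 also: nuclear over cytoplasmic p65 intensity ratio measured by imaging; 0% = IL-1B stimulated DMSO wells and 100% = unstimulated DMSO wells; values of inactives mirror those of a sister screen read the other way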
Bcl-B TR3 displacers: displacers of TR3 peptide from Bcl-B, primary screen, selectivity assay for Bfl-1 inhibitor project, biochemical, fluorescence polarization. FP displacement of FITC-TR3 peptide from Bcl-B; higher % means a stronger effect. one-dose displacement, % at 20 µM; IC50 in µM for titrated hits. 96,000 compounds, 0.11% hits. AID 748;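 active = displacement above 50% at 20 µM plus a fluorescence interference ratio under 1.5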;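 also: plate controls were wells without compound for no effect and wells lacking Bcl-B protein for full effect; a part of the inactive calls stands beside numbers as strong as those of hits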
PLAP inhibition: inhibition of human placental alkaline phosphatase – biochemical, luminescence, HTS (AID 690); purified PLAP, luminescent substrate; higher % means a stronger effect; inhibition, % at 20 µM; hits with a dose series show IC50 in µM; 96,000 compounds, 0.08% hits; in the data active = a potency from the dose series; inactive = the rest, 99 in 100 with inhibition below about 30%; also: strong numbers were not always called active
NFkB transloc pot: enhances IL-1B driven NFkB nuclear translocation | activation, % at 2 µM | HUVEC IL-1B NFkB p65 nuclear translocation imaging | 94,000 compounds, 0.3% hits;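 active = activation above 40%, about the mean plus 3 SD, also judged a hit on visual image review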;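 also: percent activation is computed from the nuclear over cytoplasmic p65 intensity ratio; values of inactives mirror those of a sister screen read the other way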
MRP resist rev: MRP-mediated drug resistance reversal; H69AR cells + 2 uM doxorubicin, CellTiter-Glo, 72 h; 85,000 compounds, 0.04% hits; AID 602; differential viability (reversal), % at 10 µM;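 active = viability drop by adding the cancer drug above about 55%, with treated viability meeting a 40% cutoff, limit read from the data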;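 also: viability without doxorubicin minus viability with 2 µM doxorubicin for each compound; larger differential means the compound sensitizes cells more to doxorubicin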
MRP resist rev cytotoxicity: also measured in MRP resist rev; calls as there; viability, %; H69AR cells, CellTiter-Glo, 72 h; measured here: cytotoxicity without doxorubicin
MRP resist rev with doxorubicin: recorded beside MRP resist rev, whose call it bears; viability, %; measured here: viability with 2 uM doxorubicin; stronger effect = lower value
NFkB transloc inh cell count 2 µM: recorded beside NFkB transloc inh, whose call it bears; cell count; measured here: cells passing quality filter;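 raw number of nuclei counted in each imaged well without normalization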
NFkB transloc pot cell count 2 µM: second read-out of NFkB transloc pot, no call of its own (marks repeat the call); cell count; measured here: cells passing quality filter
Numbers without * were called inactive; nt = not tested or not shown.

Screens in order – NFkB transloc inh, NFkB transloc inh cell count 2 µM, Bcl-B TR3 displacers, PLAP inhibition, NFkB transloc pot, NFkB transloc pot cell count 2 µM, MRP resist rev, MRP resist rev cytotoxicity, MRP resist rev with doxorubicin
COc1cc(NC(=O)c2cc(CC(C)C)on2)c(OC)cc1Cl
 : nt, nt, -1%, 11%, nt, nt, 1, 86, 85
COc1cc2c(cc1OC)C(c1cccc([N+](=O)[O-])c1)N(C(=O)c1ccc(F)cc1)CC2 (stereo not drawn)
 : 2, 126, -2%, -39%, -2, 126, nt, nt, nt
CCC(C)Oc1cccc(OCCCCN2C(=O)NC(C)(C)C2=O)c1 (stereo not drawn)
 : -13, 141, -6%, -44%, 13, 141, -6, 49, 55
COC(=O)c1cc2sccc2n1CC(=O)Nc1cc(OC)cc(OC)c1
 : 11, 89, -12%, 0%, -11, 89, nt, nt, nt
CCCCNC(=O)c1cc2c(=O)n3cccc(C)c3nc2n(Cc2ccccc2)c1=N
 : nt, nt, -66%, 1%, nt, nt, 5, 56, 51
CCOC(=O)Cc1nnc(NC(=O)COc2ccc(F)cc2)s1
 : 2, 197, 10%, 2%, -2, 197, nt, nt, nt
CCOC(=O)NCCc1c(C)nc2c(c(C)nn2C(C)(C)C)c1C
 : 0, 178, -6%, -27%, 0, 178, -11, 84, 94
COc1cccc2cc(C(=O)C3=C(O)C(=O)N(Cc4ccco4)C3c3cccnc3)oc12 (stereo not drawn)
 : -16, 183, 0%, 13%, 16, 183, -13, 89, 102
COc1cc(NC(=O)COC(=O)c2nc3nc(C)cc(C)n3n2)cc(OC)c1
 : 10, 124, 1%, 12%, -10, 124, 4, 85, 81
COc1ccccc1N1CCN(C2=CC(=O)CCC2)CC1
 : nt, nt, -5%, -19%, nt, nt, 18, 110, 91
CCOc1ccccc1NS(=O)(=O)c1ccc(OC)c(OC)c1
 : -22, 106, nt, nt, 22, 106, nt, nt, nt
CCOCCCNC(=O)C1CCC(=O)N1CCc1ccccc1 (stereo not drawn)
 : -3, 169, -7%, 13%, 3, 169, 4, 91, 87
CCNC(=O)c1ccc(-n2nc(C(F)(F)F)c3c2CCCC3)cc1
 : 5, 157, -5%, 11%, -5, 157, nt, nt, nt
Cc1ccc2[nH]c3c(=O)n(CCN4CCNCC4)cnc3c2c1
 : -22, 114, 0%, -31%, 22, 114, -8, 83, 91
O=C(COC(=O)c1ccccc1NC(=O)c1ccco1)NCC1CCCCC1
 : 8, 151, 2%, -2%, -7, 151, nt, nt, nt
O=C(NCCCN1CCN(c2ccccc2F)CC1)C1CCC(=O)N1C1CCCCC1 (stereo not drawn)
 : -2, 100, -5%, -23%, 2, 100, 13, 90, 77
CCC(=O)Nc1ccc(S(=O)(=O)NCC2CCCO2)cc1 (stereo not drawn)
 : -6, 69, -4%, 2%, 6, 69, -17, 91, 107
Cc1cc(NC(=O)Cn2cnc3c2c(=O)n(C)c(=O)n3C)n(-c2ccccc2)n1
 : -4, 137, 0%, -9%, 4, 137, -32, 90, 122
Cn1c(CN2CCCCC2)nc2cc(NC(=O)c3cccs3)ccc21
 : nt, nt, 5%, 13%, nt, nt, -21, 65, 87
Cc1noc(C)c1C(=O)OCC(=O)NCCC1=CCCCC1
 : -114, 92, -7%, -11%, 114*, 92*, -13, 74, 88
CCOC(=O)c1cnn2c(C)cc(-c3ccc(F)cc3)nc12
 : -8, 164, 12%, -67%, 8, 164, 0, 84, 84
Cc1nc(-c2cccc(S(=O)(=O)N3CCOCC3)c2)cs1
 : -22, 162, 11%, -59%, 22, 162, nt, nt, nt
Cc1ccccc1CN(c1ccc(C(N)=O)cc1)S(C)(=O)=O
 : 2, 88, -16%, -3%, -2, 88, 4, 98, 94
Cc1nc2c(C(=O)NCc3ccco3)cnn2c(C)c1Cc1ccc(F)cc1Cl
 : -1, 130, -9%, -9%, 1, 130, -21, 58, 79
Cc1nc(SCc2ccccc2C)n[nH]1
 : 4, 143, -7%, -95%, -4, 143, -3, 103, 106
COc1ccc(Cl)cc1S(=O)(=O)n1nnc2ccccc21
 : 4, 87, 0%, -4%, -4, 87, 4, 102, 98
Cc1c(Cl)cccc1NC(=O)Cn1cccc1
 : 6, 117, -7%, -5%, -6, 117, -4, 102, 106
C=CCn1c(-c2ccc(N)cc2)nc2ccccc21
 : 3, 69, -7%, 23%, -3, 69, 2, 81, 79
CCCCSC1=C(C#N)C(c2ccccc2C)CC(=O)N1 (stereo not drawn)
 : -10, 74, 2%, 22%, 10, 74, 12, 93, 82
C=CC(O)(C#CCN(CC)CC)c1ccccc1 (stereo not drawn)
 : -11, 122, -4%, -14%, 11, 122, 4, 93, 90
Cc1ccc(NC(=O)CN(C)C(=O)CSc2nncn2C)cc1
 : 2, 190, 6%, -7%, -2, 190, nt, nt, nt
Cc1c(Cc2ccccc2)sc(N)c1C(N)=O
 : 98*, 18*, -9%, -10%, -98, 18, 28, 90, 62
Cn1c(=S)n(/N=C/c2ccc3c(c2)OCO3)c2ccccc21
 : 0, 130, 6%, 25%, 0, 130, 6, 114, 108
O=C(NNC1=NCCCCC1)c1ccccc1
 : -7, 177, -2%, -10%, 7, 177, nt, nt, nt
O=C1Nc2cc(C(=O)N3CCOCC3)ccc2SC1N1CCOCC1 (stereo not drawn)
 : 21, 82, 11%, 1%, -21, 82, 7, 86, 79
Cc1cc(C)c(OCCCCNCc2ccccc2)c(Cl)c1
 : -5, 156, -3%, 3%, 5, 156, nt, nt, nt
CCCc1cc(C(=O)NCc2ccccc2)no1
 : nt, nt, -3%, 10%, nt, nt, 1, 88, 87
Cc1ccc(N2C(=O)CC(N(CCc3ccccc3)C(=S)Nc3ccc(N(C)C)cc3)C2=O)cc1 (stereo not drawn)
 : 3, 76, -7%, -10%, -3, 76, nt, nt, nt
COCCN(Cc1cc2cc(C)ccc2nc1Cl)C(=O)Nc1ccccc1C
 : 7, 82, -1%, 9%, -7, 82, nt, nt, nt
Cc1cccc(NC(=O)c2cc3c(n(-c4ccccc4)c2=O)CCCC3=O)n1
 : 8, 158, -7%, -7%, -8, 158, 2, 76, 74
Cc1ccc(/C=C2/NC(=O)N(c3ccccc3)C2=O)o1
 : 7, 125, -5%, 7%, -7, 125, nt, nt, nt
O=C(CN1C(=O)C2CCCCN2C(=O)c2ccccc21)N1CCCc2ccccc21 (stereo not drawn)
 : 4, 92, -2%, -54%, -5, 92, 10, 89, 78
c1ccc(N=P(N2CCOCC2)(N2CCOCC2)N2CCOCC2)cc1
 : 8, 151, 7%, -10%, -8, 151, 6, 91, 86
CCOC(=O)c1c(C)oc2c1c(C(c1cccnc1)N1CCOCC1)c(O)c1ccccc12 (stereo not drawn)
 : 2, 102, 8%, -44%, -2, 102, nt, nt, nt
COc1ccc(CCNc2oc(-c3ccc(OC)c(OC)c3)nc2C#N)cc1
 : -14, 166, -6%, 16%, 14, 166, 14, 92, 78
C#CCn1cnc2c(cnn2-c2ccc(C)c(C)c2)c1=O
 : nt, nt, -4%, 10%, nt, nt, nt, nt, nt
O=C(Nc1ccccc1)N1CCn2c(nc3ccccc32)C1
 : 14, 114, 7%, 1%, -14, 114, 10, 104, 94
Nc1nc(-c2ccc3c(c2)OCCO3)cs1
 : nt, nt, -6%, 7%, nt, nt, 13, 89, 76
COCc1cc(C)nc(N2CCCCC2)c1C#N
 : -8, 115, nt, nt, 8, 115, 17, 94, 77
COc1ccccc1NC(=O)Cn1cnc2c1c(=O)n(C)c(=O)n2C
 : 8, 90, 13%, -16%, -8, 90, 1, 94, 92
CCN(CC)S(=O)(=O)c1cccc(-c2nnc(C(=O)c3ccc(C(F)(F)F)cc3)o2)c1
 : 10, 160, -5%, -8%, -10, 160, -11, 65, 75
C=CCn1c(SCC(=O)c2cc(C)n(CC3CCCO3)c2C)nnc1-c1ccccc1 (stereo not drawn)
 : -1, 107, 16%, -16%, 1, 107, 16, 89, 72
O=c1[nH]c(-c2cccs2)nc2ccccc12
 : -22, 40, -2%, 9%, 22, 40, 3, 93, 89
CCOCCn1c(CN(Cc2ccccc2)Cc2ccccc2)nc2c1c(=O)[nH]c(=O)n2C
 : 2, 146, -3%, -46%, -2, 146, -17, 52, 68
O=C1C2C3C=CC(C3)C2C(=O)N1c1ccc2c(c1)OCO2 (stereo not drawn)
 : -4, 138, -4%, -8%, 4, 138, nt, nt, nt
Cc1nc2ccccc2n1CC(O)Cn1c(C(F)(F)F)nc2ccccc21 (stereo not drawn)
 : -20, 156, 15%, -5%, 20, 156, -1, 87, 89
CCNc1nc(NC(C)C)nc(Oc2ccc(/C=N/O)cc2)n1
 : 4, 166, -1%, 18%, -4, 166, 9, 81, 71
CCCC(CCC(=O)Nc1ccc(C(=O)OC)cc1)C(=O)O (stereo not drawn)
 : -6, 38, nt, nt, 5, 38, 8, 117, 108
Clc1ccc(Sc2cc(Cl)c(-c3ccccc3)nn2)cc1
 : 2, 146, -1%, 5%, -2, 146, nt, nt, nt
COC(=O)c1ccccc1NC(=O)NCC1CCCO1 (stereo not drawn)
 : 4, 87, 0%, 6%, -4, 87, 10, 92, 82

Continuation.
Screens in order – NFkB transloc inh, NFkB transloc inh cell count 2 µM, Bcl-B TR3 displacers, PLAP inhibition, NFkB transloc pot, NFkB transloc pot cell count 2 µM, MRP resist rev, MRP resist rev cytotoxicity, MRP resist rev with doxorubicin
COc1cc(-n2ccnc2SC)c(Cl)cc1Cl
 : -12, 119, 4%, 10%, 12, 119, nt, nt, nt
Cc1cc(NCCCN2CCOCC2)n2nc(C)c(-c3ccccc3)c2n1
 : -31, 114, 4%, -62%, 31, 114, -12, 22, 34
COc1ccc(C(=O)N2CCC(O)(c3ccc(F)cc3)CC2)cc1OC
 : -21, 57, -6%, -17%, 21, 57, -15, 73, 88
Cc1ncc(CSc2nnnn2-c2ccccc2)c(N)n1
 : 8, 122, -10%, 10%, -8, 122, -2, 83, 85
O=C(c1ccccc1)N1CCCCC(S(=O)(=O)c2ccccc2)C1=O (stereo not drawn)
 : -14, 152, 19%, -13%, 14, 152, -7, 87, 94
CCC(=O)n1nc(-c2ccco2)nc1N
 : 10, 137, -2%, -14%, -10, 137, nt, nt, nt
CCCCN(C)CCNC(=O)Cn1ncc2c(=O)oc3ccc(C)cc3c21
 : -15, 190, -7%, -3%, 15, 190, 5, 90, 86
COC(=O)c1cc2ccsc2n1CC(=O)Nc1cc(Cl)ccc1OC
 : -18, 129, -5%, 10%, 18, 129, nt, nt, nt
Cc1ccccc1S(=O)(=O)c1c(C)cc(-c2ccccc2)[nH]c1=O
 : 3, 135, -2%, -2%, -3, 135, nt, nt, nt
CCCCNC(=O)CNC(=O)c1cccs1
 : -6, 180, -9%, -2%, 6, 180, -8, 98, 106
Cc1ccc(S(=O)(=O)NCCSC(C)(C)C)cc1
 : 3, 159, 2%, 10%, -3, 159, 22, 106, 84
CCCCCN1CC(O)=C(c2ccccc2)C1=N
 : -15, 129, -6%, 2%, 15, 129, 7, 89, 81
CC(C)n1cc(NC(=O)c2cc(-c3ccccc3)on2)cn1
 : 2, 187, 2%, 23%, -2, 187, -25, 21, 45
Cc1ccc(N(C(=O)C(F)(F)F)C(C(=O)NC2CCCCC2)c2cccs2)cc1 (stereo not drawn)
 : 3, 132, -8%, 0%, -3, 132, nt, nt, nt
CCOC(=O)C(Cc1ccccc1)NC(C)=O (stereo not drawn)
 : 16, 8, 0%, 14%, -16, 8, 5, 101, 96
COc1cccc(Nc2ncc(C(=O)O)c3ccccc23)c1
 : -4, 94, 8%, 6%, 4, 94, 0, 106, 106
O=C(CSCc1ccco1)c1cccs1
 : nt, nt, 3%, -5%, nt, nt, -5, 95, 100
O=C(CSc1nnc(Nc2ccccc2F)s1)NCc1ccco1
 : 7, 141, 14%, 6%, -7, 141, -9, 71, 81
Cc1cc(C)c(S(=O)(=O)NCCCN2CCOCC2)cc1Br
 : -38, 149, 16%, -26%, 38, 149, nt, nt, nt
CCn1c(NC)cc(=O)n(C)c1=O
 : -7, 167, nt, nt, 7, 167, 8, 93, 85
CCc1ccc(CCC(=O)Nc2sc3c(c2C#N)CCCC3)o1
 : -1, 112, 2%, -27%, 1, 112, -9, 33, 43
Cc1cc(C(=O)N2CC(C)CC(C)C2)n(-c2ccccc2)n1 (stereo not drawn)
 : nt, nt, -3%, -30%, nt, nt, nt, nt, nt
CCSc1nnc(NC(=O)Cc2ccc(OC)cc2)s1
 : -1, 164, -1%, -13%, 1, 164, 0, 88, 88

Screening results from PubChem.

A portion of the library; rates above refer to the full screens.
